High-throughput results from PubChem.
MBNL1 CUG block: inhibitors of human MBNL1 binding to CUG repeat RNA | Potency, µM (series often up to 57.5 µM), inactives show top-dose activity change, negative = inhibition, most hits filed as inhibitors | AID 2675 | 280,000 compounds, 0.036% hits | TR-FRET MBNL1-His/biotin-(CUG)12 binding, 665/545 ratio; active = well fitted inhibition curve with a large enough effect in the signal ratio, with a control signal flat, not every such curve was filed as active; inconclusive = small, poorly fitted or top-dose-only effect, or effect the other way, or a change in a side signal; inactive = no such curve, though single readings can be large or run the other way; the % refers to the signal ratio; also: potency is read from the fitted curve at half-maximal effect; % is scaled to controls: 0 for no effect and ±100 for the full control effect
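TR-FRET between His-tagged MBNL1 and biotin-(CUG)12 RNA, detected with Tb anti-His antibody (0.055 ng/ul) and streptavidin-XL665 (5 nM), 60 min at room temperature. Compounds titrated 92 nM to 58 uM; 665/545 nm ratio normalized to buffer and complex controls.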
GALK inh: galactokinase (human) inhibition; Purified GALK, Kinase-Glo residual ATP luminescence; 270,000 compounds, 0.007% hits; Potency, µM (top dose mostly 57.5 µM), without a hit: at the top dose activity change, negative = inhibition, most hits filed as inhibitors; P51570; AID 1868; also: potency is read from the fitted curve at half-maximal effect; % is scaled to controls: 0 for no effect and ±100 for the full control effect
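The enzyme phosphorylates galactose (100 uM) using ATP (35 uM); inhibition is detected as higher residual ATP, quantified by bioluminescence after 1 h reaction at room temperature, pH 8.0.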
hERG WT inh: blocks the wildtype human KCNH2 potassium channel; U2OS, BacMam KCNH2, thallium flux FluxOr; stronger effect = lower value; activity change, % at 1.84 µM; Q12809; 340,000 compounds, 0.37% hits; AID 720551;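 active = maximum activity change below -70%; inconclusive = maximum activity change between -70% and -50%; inactive = maximum activity change above -50%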; also: % is scaled to controls: 0 for no effect and ±100 for the full control effect
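U2OS cells transduced with wild-type KCNH2 virus are loaded with FluxOr dye for 45 min, and thallium flux is measured in kinetic reads before and after stimulation buffer. Rate constants are normalized to DMSO controls.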
FBPA coupling cs: inhibits coupling enzyme system, counter-screen for aldolase hits; 290,000 compounds, 0.67% hits; activity change, negative = inhibition, % at 58.2 µM, hits read low; AID 2472; coupling enzyme system counterscreen, AmpLite Red fluorescence; in the data active = activity change below about -30%; also: % is scaled to controls: 0 for no effect and ±100 for the full control effect
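Final compound at 57.5 uM, incubated 10 min at RT with coupling enzyme reagent (glyceraldehyde-3-phosphate), then 20 min with substrate and AmpLite Red detection. Fluorescence read at 525/598 nm; tests interference with the coupling assay, not aldolase inhibition.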
a7 integrin act: activates integrin-mediated alleviation for muscular dystrophy | 350,000 compounds, 0.064% hits | alpha7betagal myoblasts, beta-gal FDG fluorescence, 48 h | Potency, µM (titrated, usually from 38.3 µM), for the others: top-dose activation, hits mostly activators | AID 624291;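 also: potency is read from the fitted curve at half-maximal effect; 100% = response of the positive control SU9516; nearly all actives have a fitted effect of over 60% in size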
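Alpha7betagal+/- myoblasts (passage 13) were plated 16-24 hr, then exposed to compounds (1:260 dilution of DMSO stock) for 48 hours at 37C. After MPER lysis, β-galactosidase reporter activity was read as FDG fluorescence (ex 480/em 540) after 30 minutes.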
AT treatment: potential ataxia-telangiectasia treatments restoring KAP-1 phosphorylation; […] A-T fibroblasts, KAP-1 phosphorylation AlphaLISA; neocarzinostatin DNA damage 30 min before lysis; Potency, µM (top dose mostly 57.5 µM), for the others: top-dose activation, usual class: activators; 320,000 compounds, 0.19% hits; AID 485349; also: potency is read from the fitted curve at half-maximal effect; % of control where 0% means no effect; nearly all actives have a fitted effect of over 45% in size
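hTERT-immortalized A-T patient fibroblasts ([…]), 500 cells/well in OPTI-MEM, 1% FBS, got compounds for 60 min, then NCS for 30 min at 37C. Lysates were then assayed for phospho-KAP-1 by AlphaLISA (anti-pKAP1 donor, anti-KAP1 acceptor beads), 6 hr at 25C.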
TRPV1 agonist: agonists of human vanilloid receptor 1 (TRPV1); Q8NER1; TRPV1-expressing cells, Fluo-8 calcium influx, agonist mode; activation, % at 8.33 µM; 320,000 compounds, 0.19% hits; in the data active = activation above about 80%; inconclusive = between about 30% and that limit; also: 0% is about no effect
Target sequence (Q8NER1 whole entry, looked up): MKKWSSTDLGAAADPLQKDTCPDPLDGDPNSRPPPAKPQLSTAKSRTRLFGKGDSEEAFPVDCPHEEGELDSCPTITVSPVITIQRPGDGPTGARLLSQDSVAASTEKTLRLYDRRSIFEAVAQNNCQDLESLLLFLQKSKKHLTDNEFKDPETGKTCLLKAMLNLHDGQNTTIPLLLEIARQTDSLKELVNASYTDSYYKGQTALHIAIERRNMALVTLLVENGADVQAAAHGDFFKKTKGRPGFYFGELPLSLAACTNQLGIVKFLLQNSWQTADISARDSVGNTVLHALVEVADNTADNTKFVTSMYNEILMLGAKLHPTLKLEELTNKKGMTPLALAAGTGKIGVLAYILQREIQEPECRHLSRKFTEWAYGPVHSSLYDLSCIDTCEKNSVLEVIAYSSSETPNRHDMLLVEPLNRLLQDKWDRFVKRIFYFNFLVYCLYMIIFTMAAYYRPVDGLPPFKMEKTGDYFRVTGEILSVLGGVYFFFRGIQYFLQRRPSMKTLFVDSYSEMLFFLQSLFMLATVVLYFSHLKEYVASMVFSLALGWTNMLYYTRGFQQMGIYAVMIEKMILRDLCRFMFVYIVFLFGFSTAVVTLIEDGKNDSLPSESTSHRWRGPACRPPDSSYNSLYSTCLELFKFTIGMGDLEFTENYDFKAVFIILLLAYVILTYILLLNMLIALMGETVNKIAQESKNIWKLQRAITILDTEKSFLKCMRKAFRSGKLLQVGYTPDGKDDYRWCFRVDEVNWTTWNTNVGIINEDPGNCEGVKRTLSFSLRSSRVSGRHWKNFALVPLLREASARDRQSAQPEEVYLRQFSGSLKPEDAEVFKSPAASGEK
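Fluo-8 calcium influx in TRPV1-expressing cells, kinetic read (ex 480/em 520 nm). Compound added and read 3 min for agonist activity, followed by capsaicin at EC20 final and 2 min further read for enhancement.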
KCNH2 3.1 block: blocks the human KCNH2 3.1 channel isoform | U2OS KCNH2 3.1, thallium flux FluxOr; stronger effect = lower value | 340,000 compounds, 0.95% hits | AID 720553 | activity change, % (tested at about 1.8 µM);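 active = maximum activity change below -70%; inconclusive = maximum activity change from -70% to -50%; inactive = maximum activity change above -50%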;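 also: thallium influx rate constant from kinetic fluorescence after stimulation buffer; % is scaled to controls: 0 for no effect and ±100 for the full control effect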
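Normalized rate constant (relative to positive and negative DMSO controls) derived from a 2 min kinetic fluorescence read after stimulation; U2OS cells expressing the 3.1 isoform via virus at 1.77 x 10^8 /mL.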
MLL CXXC-DNA inh: inhibitors of human MLL CXXC domain-DNA interaction | 290,000 compounds, 0.037% hits | MLL-CXXC / FITC-HOXA9 DNA fluorescence polarization | Potency, µM (highest dose often 115 µM), for inactives: top-dose activity change, negative = inhibition, most hits filed as inhibitors | Q03164; active = well fitted inhibition curve with a large enough effect in the polarisation, with a control signal flat, not every such curve was filed as active; inconclusive = small, poorly fitted or top-dose-only effect, or effect the other way, or a change in a side signal; inactive = no such curve, though single readings can be large or run the other way; the % refers to the polarisation; also: potency is read from the fitted curve at half-maximal effect
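Fluorescence polarization: 7 uM MLL-CXXC (stock) preincubated 5 min with compounds, then 50 nM fluorescein-HOX-A9 DNA (stock) added; 30 min ambient. Buffer 50 mM Tris-HCl pH 7.5, 50 mM NaCl, 1 mM DTT, 0.05% BSA.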
S-ASM inh: inhibitors of human secretory acid sphingomyelinase; P17405; AID 504937; 340,000 compounds, 0.006% hits; Potency, µM (doses to about 57.5 µM), inactives show top-dose activity change, negative = inhibition, usual class: inhibitors; placental ASM, HMU-PC fluorogenic substrate, 60 min; also: potency is read from the fitted curve at half-maximal effect
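Steps: dispense placental human ASM, pin compound, wait 10 min at room temperature, add HMU-PC0 substrate at 9 uM final, incubate 60 min at 37 °C, add stop solution raising pH to 10, read fluorescence.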
The depositor's hits bear a star; ? = inconclusive; . = not tested or not shown; [ ] = remark or other dose. Unless noted, calls follow the shape of the dose curve; as a rule, active = well fitted curve in the direction sought with a large enough effect; inconclusive = small, poorly fitted or top-dose-only effect, or another doubt; inactive = no such curve, though single readings can be large; an effect the other way counts as inactive or inconclusive.

SMILES	MBNL1 CUG block	GALK inh	hERG WT inh	FBPA coupling cs	a7 integrin act	AT treatment	TRPV1 agonist	KCNH2 3.1 block	MLL CXXC-DNA inh	S-ASM inh
Cc1cc(NC(=O)c2c(-c3c(Cl)cccc3Cl)noc2C)n(C)n1	-3%	.	-2	0	-11%	3%	-2	1	3%	0%
CCCn1nc(C(=O)NC2CCCCCC2)c2ccccc2c1=O	.	.	2	.	-12%	1%	?	4	.	-1%
COC(=O)c1cccc(NC(=O)C(C)N2C(=O)c3ccccc3C2=O)c1 (stereo not given)	6%	-2%	1	4	10%	2%	1	-12	2%	-1%
CCc1nc(C)cn1S(=O)(=O)c1ccc(Cl)c(Cl)c1Cl	-11%	0%	-7	7	-12%	-14%	1	-12	1%	-2%
Cc1csc(NC(=O)c2c(O)c3cccc4c3n(c2=O)CCC4)n1	-7%	4%	.	1	.	4%	3	.	-3%	.
CN(C)c1ccc(/C=C/C(=O)c2ccc(O)cc2)cc1[N+](=O)[O-]	.	-9%	-9	2	-47%	2%	?	-29	-2%	-15%
CCOc1cccc2cc(C(=O)NCc3ccc(Cl)cc3)c(=N)oc12	-6%	8%	-5	-1	0%	2%	-3	7	12%	-2%
Oc1ccc(/C=N/N2CCN(c3ccccn3)CC2)cc1	-11%	9%	-12	3	11%	-10%	0	-15	10%	7%
COc1ccc(-c2ccc(SCC(=O)N3c4ccccc4CC3C)nn2)cc1OC (stereo not given)	2%	0%	-12	-2	-20%	1%	-3	9	0%	-12%
COc1ccc(-c2nc3c4ccccc4ccn3c2CN2CCOCC2)cc1OC	-6%	1%	-10	-2	10%	-7%	8	-4	1%	-1%
O=c1[nH]c(Nc2ccccc2)cc2ccccc12	?	?	-3	-6	9%	11%	1	0	0%	294%[activator]
CCN(C(=O)CSc1nnnn1C)c1c(N)n(Cc2ccccc2)c(=O)[nH]c1=O	-6%	8%	-1	2	2%	4%	0	-18	-2%	-1%
COc1ccc(NC(=O)c2ccc(C)cc2)cc1	3%	-5%	-7	-6	36%	10%	?	-2	2%	0%
CCN(CC(=O)Nc1ccc(NC(C)=O)cc1)C(=O)c1cc(CN2C(=O)c3ccccc3C2=O)ccc1OC	.	.	-3	.	-4%	21%	-7	1	.	0%
Cc1cc(-c2ccc(C)c(S(=O)(=O)NCCc3ccc(S(N)(=O)=O)cc3)c2)on1	-3%	-6%	5	.	7%	12%	2	9	0%	0%
CCOC(=O)C1CCCN(S(=O)(=O)c2ccc(NC(C)=O)cc2)C1 (stereo not given)	-2%	0%	-2	-1	3%	1%	2	-4	2%	5%
Cc1cccc(Cn2c(C(=O)OC(C)C)cc3c2ccn3C)c1	21%	2%	13	-32*	-8%	.	?	7	19%	-17%
Cc1ccccc1NC(=O)Cn1c(NCC(C)O)nc2ccccc21 (stereo not given)	-17%	-1%	1	2	12%	0%	0	17	-6%	-1%
CCOC(=O)C1=C(CSc2nc(-c3ccccc3)ccc2C#N)OC(N)=C(C#N)C1c1cccnc1 (stereo not given)	?	1%	1	-1	13%	.	-3	-7	12%	23%
COc1ccc(/C=C2\N=C(C)N(c3ccc4ccccc4c3)C2=O)cc1OC	24%	2%	0	-4	-9%	-6%	1	-19	27%	23%
CC1CN(c2ncc(/C=N/NC(=O)c3ccccc3O)s2)CC(C)O1 (stereo not given)	?	-1%	-4	2	-9%	1%	1	-8	-5%	12%
COc1ccc(OC)c(S(=O)(=O)NCC(c2ccco2)S(=O)(=O)c2ccccc2)c1 (stereo not given)	.	.	4	.	-36%	20%	-1	8	.	-6%
Cc1ccc2cc(CN(Cc3nnnn3C3CCCC3)C3CCCCC3)c(=O)[nH]c2c1C	3%	7%	-1	4	9%	8%	4	-20	-7%	2%
O=C(Nc1ccc(S(=O)(=O)N2CCCC2)cc1)c1cccc(OC(F)F)c1	.	.	-3	.	-13%	-4%	9	-1	.	.
Cc1ccc2c(c1)C1C3CCC(C3)C1S(=O)N2 (stereo not given)	-24%	-2%	1	3	19%	6%	-9	18	1%	-2%
CC(=O)c1ccc(NC(=O)CCn2c(=S)oc3ccccc32)cc1	-2%	.	11	1	-8%	-4%	9	9	3%	1%
O=C(c1ccccn1)N1CCN(c2cccc(C(F)(F)F)c2)CC1	-10%	8%	.	4	-16%	1%	?	8	-3%	4%
CS(=O)(=O)c1ccc(Cl)c(NC(=O)CN2CCCC2c2ccc3c(c2)OCCCO3)c1 (stereo not given)	.	.	-18	.	-40%	-15%	?	2	.	-2%
Cn1nc(C(F)(F)F)c(C#N)c1N1CCN(c2cccc(C(F)(F)F)c2)CC1	3%	1%	1	-10	20%	.	22	-4	8%	-4%
Cc1nc(C(=O)N2CCc3c([nH]c4ccccc34)C2c2cc(F)ccc2F)cs1 (stereo not given)	-6%	1%	9	-7	-23%	-4%	-1	-5	-3%	-3%
NS(=O)(=O)c1ccc(NC(=S)N2CCN(Cc3ccc4c(c3)OCO4)CC2)cc1	-7%	2%	.	3	?	5%	-2	11	-5%	-2%
c1ccc(-n2c(SCC3CCCCO3)nnc2-c2cccs2)cc1 (stereo not given)	2%	-2%	0	3	16%	1%	?	-10	-11%	2%
Cc1cc(C(=O)OCC(=O)c2ccc3c(c2)NC(=O)CO3)c2ccccc2n1	23%	-1%	-15	0	-9%	4%	1	14	10%	-3%
CC1(C)C(=O)Nc2ccccc2N1C(=O)COC(=O)c1ccc(NC(N)=O)cc1	.	.	0	.	30%	4%	-3	-15	.	1%
Cc1c(C(=O)N/N=C/c2ccc(N(C)C)cc2)[nH]c2ccc(Cl)cc12	-3%	.	1	-1	-17%	-1%	22	-2	8%	46%[activator]
CN1CCN(CCCNC(=O)c2ccc(/C=C3\Sc4ccccc4N(Cc4ccccc4F)C3=O)cc2)CC1	15%	-3%	10	2	-54%[inhibitor]	-2%	11	4	48%[activator]	-1%
Cc1ccccc1NC(=O)c1sc2nc(N3CCOCC3)c3c(c2c1N)CCCC3	26%	6%	2	.	1%	23%	1	-3	-1%	2%
COc1ccc2c(c1)C1(Nc3ccccc3-c3nc4ccccc4n31)C(=O)N2C (stereo not given)	0%	2%	1	0	-13%	.	0	11	18%	14%
Cc1ccc(/C=C2/Sc3ccc(C(=O)N4CCN(C)CC4)cc3NC2=O)cc1	?	-2%	15	-4	0%	-4%	0	-5	6%	-6%
CCOC(=O)c1ccc(NC(=O)Oc2ccccc2)cc1	-2%	1%	2	-3	18%	-1%	2	9	6%	2%
COc1cc2c(cc1OC)/C(=C/C(=O)c1ccccc1F)NCC2	7%	0%	13	-1	15%	-7%	2	-2	20%	6%
CC(=O)Nc1ccc(NC(=O)CSc2ncc(C(=O)Nc3ccc(Cl)cc3)c(=O)n2C)cc1	.	.	3	.	0%	13%	-3	4	.	.
Cc1nn(C)c(C)c1CN(C)C(=O)C1c2ccccc2Oc2ccccc21	-5%	1%	8	2	-19%	-1%	10	12	32µM*	2%
CCOc1ccc(-c2nnn(CC(=O)NCc3ccc(OC)cc3)n2)cc1OCC	-9%	5%	2	1	-8%	3%	-2	5	-1%	2%
Cc1nc2cc(NC(=O)NCCC3=CCCCC3)ccc2o1	2%	-5%	9	3	-48%[inhibitor]	-1%	6	1	-3%	2%
CCCN1C(=O)c2cc(C(=O)Nc3cccc(C(C)=O)c3)ccc2C1Nc1cccc(C(C)=O)c1 (stereo not given)	-7%	4%	4	0	9%	-5%	?	4	0%	-7%
COc1ccc(/C=N\NC(=O)c2ccc(Cn3cc(Br)c([N+](=O)[O-])n3)o2)c(OC)c1C	-7%	-1%	2	3	4%	6%	9	-19	1%	-3%
Cc1cc(N2CCN(C)CC2)nc2ccc(NC(=O)c3cccnc3Cl)cc12	-2%	-1%	-4	-2	-4%	4%	0	-2	9%	9%
COc1ccc(C(=O)N[C@H](C(=O)NCCCn2nc(C)cc2C)C(C)C)cc1	.	.	-16	.	-1%	-3%	.	1	.	-4%
Cc1sc2ncnc(Nc3ccccc3)c2c1C	1%	0%	-7	0	-5%	2%	?	14	4%	1%
CC(C)CCn1c(CN2CCN(c3cccc(Cl)c3)CC2)nc2c1c(=O)n(C)c(=O)n2C	-8%	1%	-17	-3	-15%	22%	-4	-20	-16%	-24%
Cc1cc(C)n2nc(C(=O)OCC(=O)N(Cc3ccccc3)C(C)C)nc2n1	.	.	5	.	12%	-2%	-1	3	.	1%
Cc1cc(Cl)cc(C)c1OCCCCn1ccnc1	-3%	-3%	-18	1	-23%[7.66 µM]	2%	1	-14	-4%	-1%
